RGS4 block: inhibitors of human RGS4 | P49798 | HEK293 M3R/RGS4 inducible, Fluo-4 calcium flux; stronger effect = higher value; triggered by carbachol at its EC20 | B-score at 10 µM | 0.45% of 310,000 active | AID 463165;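 active = B-score, a plate-corrected calcium signal, over three deviations above library mean, with baseline fluorescence within five deviations of library mean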;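 note: RGS4 expression induced by doxycycline in cells with stable M3 receptor; B-score is computed from the integrated fluorescence ratio over baseline after carbachol; higher B-score means a larger calcium signal and so more RGS4 inhibition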
Target sequence (P49798 whole entry, looked up): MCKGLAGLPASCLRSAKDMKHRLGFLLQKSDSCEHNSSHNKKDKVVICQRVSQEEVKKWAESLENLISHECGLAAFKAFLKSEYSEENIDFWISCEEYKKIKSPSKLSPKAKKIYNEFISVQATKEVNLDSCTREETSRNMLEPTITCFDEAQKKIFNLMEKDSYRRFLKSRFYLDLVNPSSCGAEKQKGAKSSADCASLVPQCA
hERG protect: shields human hERG channel from block by proarrhythmic agents | Q12809 | CHO-hERG, FluxOR thallium flux, dofetilide IC70 present | activation (rescue from dofetilide block), less the hit threshold, % at 10 µM | 0.51% of 310,000 active;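 active = activation above the mean of controls blocked by dofetilide plus 5 SD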;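 note: thallium influx through hERG after potassium depolarization seen as dye fluorescence rise; in these data hits start at about 4.7%; inactives centre near -7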
ANO1 activ: mouse TMEM16A channel activation, primary screen; B-score at 10 µM; HEK293 TMEM16A/YFP-H148Q/I152L, iodide quench fluorescence; stronger effect = lower value; 0.3% of 340,000 active; Q8BHY3;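 active = fluorescence-ratio B-score plate-corrected deviation score at least 3 library SD below zero, with starting fluorescence score within 5 deviations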;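 note: channel opened by trigger with iodide after compound preincubation; score built on the fluorescence ratio of max minus min over baseline; more negative score means more quench and so TMEM16A activation or potentiation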
KCNQ1 block: blocks the human KCNQ1 potassium channel | P51787 | 1.3% of 310,000 active | B-score at 10 µM | CHO-K1 KCNQ1, FluxOR thallium flux fluorescence; stronger effect = higher value;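 active = compounds whose thallium flux B-score, printed positive for inhibition, exceeds three library SD while starting fluorescence stays within three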;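 note: channel opened by potassium depolarization with thallium stimulus after 20 min compound exposure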
ANO1 block: inhibitors of mouse TMEM16A calcium-activated chloride channel; Q8BHY3; HEK293 TMEM16A/YFP iodide influx fluorescence, ionomycin; normalized B-score (activity score, 25-100; higher = stronger inhibition) at 10 µM; 1.2% of 310,000 active; AID 588511;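 active = ratio plate-corrected score three or more library SD toward inhibition, starting fluorescence score within five deviations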;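 note: score derived from kinetic fluorescence span divided by baseline fluorescence per well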
KCNK3 inh: human KCNK3 channel inhibition, primary screen; AID 602410; 0.84% of 340,000 active; CHO-KCNK3 thallium flux, FluxOR fluorescence; stronger effect = lower value; O14649; B-score at 10 µM;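 active = B-score under library mean minus 4 SD, starting fluorescence ratio at most library mean plus 5 SD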;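 note: more negative B-score means stronger inhibition of thallium flux through KCNK3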
KCNK9 inh: inhibitors of human KCNK9 two-pore domain potassium channel. Q9NPC2. HEK293 KCNK9, FluxOR thallium flux fluorescence; stronger effect = lower value. B-score at 10 µM. 1.2% of 310,000 active. AID 488922;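 active = ratio B-score over 3 SD below the library mean, with starting fluorescence within 5 SD of its mean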;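 note: negative B-score means less thallium flux so channel inhibition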
Target sequence (Q9NPC2 whole entry, looked up, the tested form may be a part): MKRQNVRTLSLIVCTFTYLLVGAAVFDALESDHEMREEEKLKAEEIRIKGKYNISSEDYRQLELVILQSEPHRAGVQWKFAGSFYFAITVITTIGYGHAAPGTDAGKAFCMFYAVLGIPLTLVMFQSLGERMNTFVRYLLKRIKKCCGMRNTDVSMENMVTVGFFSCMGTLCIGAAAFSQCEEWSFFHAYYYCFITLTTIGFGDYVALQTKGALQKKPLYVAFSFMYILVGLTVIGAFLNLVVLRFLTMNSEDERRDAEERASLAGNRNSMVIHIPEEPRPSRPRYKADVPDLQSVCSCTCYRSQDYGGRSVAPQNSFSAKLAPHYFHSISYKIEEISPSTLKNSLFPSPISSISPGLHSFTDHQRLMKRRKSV
HDAC3 inh: blocks human histone deacetylase 3. 0.15% of 320,000 active. inhibition, % at 8.3 µM. AID 2718. recombinant HDAC3, fluorogenic peptide/trypsin coupled, fluorescence; in the data active = inhibition above about 26%, passing the limit was not always enough; inconclusive = no clear call, values can overlap the other calls
Target sequence (O15379 whole entry, looked up): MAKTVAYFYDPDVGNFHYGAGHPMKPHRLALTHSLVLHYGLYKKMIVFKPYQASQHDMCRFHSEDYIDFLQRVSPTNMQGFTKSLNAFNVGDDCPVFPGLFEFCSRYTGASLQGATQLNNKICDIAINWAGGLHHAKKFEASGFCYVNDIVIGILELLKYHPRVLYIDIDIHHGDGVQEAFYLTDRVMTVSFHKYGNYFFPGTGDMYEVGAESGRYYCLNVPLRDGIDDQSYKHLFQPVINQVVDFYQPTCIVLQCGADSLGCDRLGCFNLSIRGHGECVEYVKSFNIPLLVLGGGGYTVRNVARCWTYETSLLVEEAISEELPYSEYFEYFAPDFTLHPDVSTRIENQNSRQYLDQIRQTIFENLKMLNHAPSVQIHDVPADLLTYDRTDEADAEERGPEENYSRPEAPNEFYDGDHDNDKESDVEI
SKKanGAS inh: blocks kanamycin growth of S. pyogenes SKKanGAS strain; BacTiter-Glo, 6 h; inhibition, % at 7.5 µM; 1.3% of 300,000 active; AID 1662;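 active = mean replicate score, as percent of positive control median, at least 50; inconclusive = mean below 50 but one replicate at or above 50; inactive = mean and every replicate below 50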;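 note: strain carries kanamycin resistance gene driven by streptokinase promoter and grows in 40 µg/ml kanamycin; loss of luminescence reflects streptokinase promoter inhibition or plain growth inhibition; 0% = median of DMSO wells and 100% = positive control at its reference dose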
KCNQ1 act: potentiators or activators of human KCNQ1 potassium channel; AID 2648; CHO-K1 KCNQ1, thallium flux FluxOR fluorescence; stronger effect = higher value; P51787; B-score at 10 µM; 0.35% of 310,000 active;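 active = fluorescence ratio B-score, a plate-corrected score, at least three library SD, with initial intensity B-score within 5 SD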
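Assay system: CHO-K1 cells stably expressing KCNQ1. Medium: assay buffer for compound exposure, DMSO matched across wells. Timing: 37 °C overnight plating, 90-min dark dye load, 20-min compound pretreatment. Signal: kinetic FluxOR fluorescence, 10 s baseline plus 110 s post-stimulus.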
RGS4 pot: potentiators or activators of RGS4. HEK293 M3R/inducible RGS4, carbachol calcium flux Fluo4; stronger effect = lower value. B-score at 10 µM. 0.92% of 310,000 active. AID 463111;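 active = B-score of the integrated calcium signal more than 4 SD below the library mean, with starting fluorescence not abnormally high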;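 note: negative B-score means reduced calcium response which marks RGS4 activation or potentiation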
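Material: M3R-expressing HEK293 line, RGS4 induced by doxycycline | Schedule: Overnight RGS4 induction, 30 min dye load 37 °C, 20 min compound RT | Measured by: Fluo4 fluorescence kinetic imaging of calcium | Read-out: Integrated calcium ratio converted to B score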
An asterisk follows results filed as active; i = inactive; ? = inconclusive; / = no result given.

SMILES	RGS4 block	hERG protect	ANO1 activ	KCNQ1 block	ANO1 block	KCNK3 inh	KCNK9 inh	HDAC3 inh	SKKanGAS inh	KCNQ1 act	RGS4 pot
CCOC(=O)c1c(NC(=O)/C=C\C(=O)O)sc(C)c1-c1ccccc1	i	-12	i	i	i	i	i	-4	4	i	i
Cc1cc(S(=O)(=O)Nc2c(C)nc3nc[nH]n3c2=O)ccc1F	i	-11	i	i	i	i	i	3	6	i	i
CC1=C([N+](=O)[O-])C(c2ccccc2)NC(=O)N1 (stereo not given)	i	-7	i	i	i	i	i	0	1	i	i
CCCC(C)C(=O)Nc1ccc(S(N)(=O)=O)cc1 (stereo not given)	i	-7	i	i	i	i	i	-8	2	i	i
O=C(NC1CCCC1)C(c1ccncc1)N(C(=O)c1csnn1)c1cccc(Cl)c1 (stereo not given)	i	-3	i	i	i	i	i	-1	-13	i	i
CC1=[N+]([O-])C(C)(C)C(c2ccc(Br)cc2)=[N+]1[O-]	i	-2	i	i	i	i	i	2	-4	i	i
NC1=NC(=O)/C(=C/c2cn(CCC(=O)O)nc2-c2ccc(F)cc2)S1	i	-7	i	i	i	i	i	9	-2	i	i
CC(=O)Nc1cccc(-c2csc(Nc3ccc(C)cn3)n2)c1	i	-7	i	i	i	i	i	8	-2	i	i
CCS(=O)(=O)N1Cc2ccccc2CC1C(=O)Nc1nc2ccc(F)cc2s1 (stereo not given)	i	-8	i	i	i	i	i	4	6	i	i
CCCCc1nc(N)c(C#N)c(-c2ccco2)c1CCC	i	-2	i	i	i	i	i	4	-4	i	i
O=C(Nc1ccc2c(c1)OCCO2)C(=O)c1c[nH]c2ccccc12	i	-8	i	i	i	i	i	4	21	i	i
CC(C)Cc1csc(NC(=O)c2ccccc2Cl)c1C(=O)O	i	-2	i	i	i	i	i	-81	31	i	i
COc1ccc(S(=O)(=O)N2CCCCC2)cc1NC(=O)CN(C)C1CCCCC1	i	-5	i	i	i	i	i	7	4	i	i
Cc1cc(C(=O)CSc2ncccn2)c(C)n1-c1cccc(F)c1	i	-3	i	i	i	i	i	-1	-1	i	i
CCC(=O)NC(=S)Nc1ccc(S(=O)(=O)NC2CCCCC2)cc1	i	-7	i	i	i	i	i	-1	2	i	i

Pulled by compound from the list above (7):
SMILES	RGS4 block	hERG protect	ANO1 activ	KCNQ1 block	ANO1 block	KCNK3 inh	KCNK9 inh	HDAC3 inh	SKKanGAS inh	KCNQ1 act	RGS4 pot
CCOC(=O)c1c(NC(=O)/C=C\C(=O)O)sc(C)c1-c1ccccc1	i	-12	i	i	i	i	i	-4	4	i	i
CC1=C([N+](=O)[O-])C(c2ccccc2)NC(=O)N1 (stereo not given)	i	-7	i	i	i	i	i	0	1	i	i
O=C(NC1CCCC1)C(c1ccncc1)N(C(=O)c1csnn1)c1cccc(Cl)c1 (stereo not given)	i	-3	i	i	i	i	i	-1	-13	i	i
Cc1cc(C(=O)CSc2ncccn2)c(C)n1-c1cccc(F)c1	i	-3	i	i	i	i	i	-1	-1	i	i
Cc1cc(S(=O)(=O)Nc2c(C)nc3nc[nH]n3c2=O)ccc1F	i	-11	i	i	i	i	i	3	6	i	i
CCCC(C)C(=O)Nc1ccc(S(N)(=O)=O)cc1 (stereo not given)	i	-7	i	i	i	i	i	-8	2	i	i
CCS(=O)(=O)N1Cc2ccccc2CC1C(=O)Nc1nc2ccc(F)cc2s1 (stereo not given)	i	-8	i	i	i	i	i	4	6	i	i

Next part.
SMILES	RGS4 block	hERG protect	ANO1 activ	KCNQ1 block	ANO1 block	KCNK3 inh	KCNK9 inh	HDAC3 inh	SKKanGAS inh	KCNQ1 act	RGS4 pot
O=C(N/N=C/C1CC2CCC1C2)C1CC1 (stereo not given)	i	-8	i	i	i	i	i	-4	-2	i	i
Cc1ccc(-c2nnn(CC(=O)NCCc3ccc4c(c3)OCO4)n2)o1	i	-6	i	i	i	i	i	8	-2	i	i
O=C(COc1ccc(S(=O)(=O)N2CCCCC2)cc1)N1CCCCCC1	i	-3	i	i	i	i	i	-1	-7	i	i
CCS(=O)(=O)Nc1cc(OC)c(OC)cc1Cc1nccc2cc(OC)c(OC)cc12	i	-8	i	i	i	i	i	6	-9	i	i
COC(=O)C1SCC2C(=O)N(Cc3ccc(Cl)cc3)CC(=O)N21 (stereo not given)	i	-6	i	i	i	i	i	1	-9	i	i
CCc1c(C)nc2ncnn2c1Nc1ccccc1C	i	-1	i	i	i	i	i	3	0	i	i
Cc1cccc(-n2c(C)nc3cc(C(=O)NCC4CCCO4)ccc32)c1 (stereo not given)	i	-6	i	i	i	i	i	?	1	i	i
CC1(C)CCC/C(=C\c2ccccc2)C1=O	i	-12	i	i	i	i	i	-4	1	i	i
COc1ccc(CCn2c(C(C)C)nc3oc4ccccc4c(=O)c3c2=O)cc1	i	-5	i	i	i	i	i	/	2	i	i
CC(C)NC(=S)Nc1ccc2nc3n(c(=O)c2c1)CCCCC3	i	-10	i	i	i	i	i	2	-2	i	i
Cc1ccc(NC(=O)C2CC(=O)n3c(nc4ccccc43)N2)cc1 (stereo not given)	i	-7	i	i	i	i	i	-1	2	i	i
CC(C)CCNC(=O)CSc1nc2ccccc2s1	i	-18	i	i	i	i	i	3	2	i	i
CCOc1ccccc1NS(=O)(=O)c1cccs1	i	-9	i	i	i	i	i	-3	0	i	i
Cc1ccc(/C=N/NC(=O)c2n[nH]c3c2CCCC3)cc1	i	-7	i	i	i	i	i	-1	2	i	i
Cc1ccc(-c2noc(COc3ccccc3C)n2)cc1	i	-14	i	i	i	i	i	6	7	i	i
COc1cc(C(=O)NCC(=O)N/N=C/c2ccccn2)cc(OC)c1OC	i	-11	i	i	i	i	i	-1	0	i	i
Cc1c(/C=N/n2cnnc2)c2ccccc2n1CCOc1ccccc1	i	-9	i	i	i	i	i	1	14	i	i
COc1ccc(-c2ccc(=O)n(Cc3cc(=O)n4ccccc4n3)n2)cc1	i	-5	i	i	i	i	i	0	-4	i	i
COc1ccc(C(=O)NC(=S)NNC(=O)c2cnccn2)cc1OC	i	-7	i	i	i	i	i	3	17	i	i
O=C(O)Cc1csc2ccccc12	i	-4	i	i	i	i	i	-3	-13	i	i
Cc1cc(/C=C2/NC(=O)N(c3ccccc3)C2=O)c(C)n1-c1cccnc1	i	-13	i	i	i	i	i	6	5	i	i
Cc1ccc(S(=O)(=O)N(C)C)cc1NC(=O)COC(=O)C1(c2ccccc2)CC1	i	-18	i	i	i	i	i	-2	15	i	i
CC(C)(C)SCCNC(=O)CN(c1ccccc1)S(=O)(=O)c1ccccc1	i	-5	i	i	i	i	i	-7	1	i	i
Cc1cc(C(=O)Nc2cccc3ccccc23)c(C)o1	i	-1	i	i	i	i	i	5	0	i	i
Cc1ccc2cc3c(nc2c1)N(c1ccccc1)CC3	i	-9	i	i	i	i	i	2	-2	i	i
Cc1cccc(-n2cc(CN3CCN(C(=O)c4ncn[nH]4)CC3)c(-c3cccc(F)c3)n2)c1	i	-32	i	10*	i	i	i	-4	11	i	i
O=C(COc1ccc(Br)cc1)Nc1ccc(S(=O)(=O)Nc2ccccn2)cc1	i	-10	i	i	i	i	i	-8	-2	i	i
C=CCNC(=S)NNC(=O)c1cccn(Cc2ccc(Cl)cc2)c1=O	i	-21	i	i	i	i	i	-2	2	i	i
COc1ccccc1C(=O)NNC(=O)c1cccc(C)c1	i	-9	i	i	i	i	i	-3	-3	i	i
COc1ccc(NS(=O)(=O)c2ccc(NC(=S)NC(=O)c3ccc(F)cc3)cc2)nn1	i	-4	i	i	i	i	i	-5	-2	i	i
Cc1ccc(S(=O)(=O)N2CCCCC2)cc1NC(=O)Cn1ccsc1=N	i	-15	i	i	i	i	i	-2	-5	i	i
CC1(C)CC(=O)c2ccc(O)cc2O1	i	-4	i	i	i	i	i	5	10	i	i
Cc1ccc2nc(SCC(=O)NCc3ccccc3)nc(=O)n2c1	i	-8	i	i	i	i	i	/	3	i	i
CC(C)OC(=O)/C(=C\c1cccc2ccccc12)NC(=O)c1ccccc1	i	-3	i	i	i	i	i	-7	3	i	i
Cc1ccccc1NS(=O)(=O)CCCCC(Cl)(Cl)Cl	i	-12	i	i	i	i	i	5	6	i	i
O=C(CCNS(=O)(=O)c1ccccc1C(F)(F)F)NNC(=O)C1COc2ccccc2O1 (stereo not given)	i	-11	i	i	i	i	i	6	-20	i	i
Cc1nn(CC(=O)Nc2ccc3nc4n(c(=O)c3c2)CCCC4)c(C)c1[N+](=O)[O-]	i	-3	i	i	i	i	i	1	-5	i	i
CCCCN(Cc1cccs1)S(=O)(=O)c1ccc(-c2ccc(=O)[nH]n2)s1	i	-7	i	i	i	i	i	5	-1	i	i
CCOC(=O)CSc1nc2c(c(=O)n1-c1ccc(OC)cc1)SCC2	i	-6	i	i	i	i	i	/	3	i	i
CC(=O)c1ccc2c3c(cccc13)CC2	i	-4	i	i	i	i	i	-9	-4	i	i
Cc1ccnc(N2CCC(C(=O)NNC(=O)COc3cccc4ccccc34)CC2)n1	i	-15	i	i	i	i	i	-14	5	i	i
O=C(CC1C(=O)NCCN1Cc1ccc(-c2ccccc2)cc1)NCCc1ccccn1 (stereo not given)	i	-9	i	i	i	i	i	9	-7	i	i
CCCn1c(SCc2ccon2)nc2ccccc2c1=O	i	-4	i	i	i	i	i	11	-17	i	i
COC(=O)CCN(C(=O)c1ccc(N2CCCC2)c([N+](=O)[O-])c1)c1ccccn1	i	-4	i	i	i	i	i	9	0	i	i

A draw from above in order of SMILES length, lowest first:
SMILES	RGS4 block	hERG protect	ANO1 activ	KCNQ1 block	ANO1 block	KCNK3 inh	KCNK9 inh	HDAC3 inh	SKKanGAS inh	KCNQ1 act	RGS4 pot
CC1(C)CC(=O)c2ccc(O)cc2O1	i	-4	i	i	i	i	i	5	10	i	i
Cc1ccccc1NS(=O)(=O)CCCCC(Cl)(Cl)Cl	i	-12	i	i	i	i	i	5	6	i	i
O=C(CCNS(=O)(=O)c1ccccc1C(F)(F)F)NNC(=O)C1COc2ccccc2O1 (stereo not given)	i	-11	i	i	i	i	i	6	-20	i	i
